# All columns: NCI-60 one-dose screen, growth in % after 48 h at 10 µM unless noted; 100 = growth as untreated, 0 = no growth, -100 = all killed.
# U251: U251 CNS tumor cells. actives 5.4% (n = 80,000). AID 1794753
# SNB-19: SNB-19 CNS cancer cells | AID 1794751 | actives 2.5% (n = 81,000)
# SF-295: SF-295 CNS cancer cells | actives 5.6% (n = 79,000)
# HCC-2998: HCC-2998 colon cancer; actives 4.7% (n = 79,000); AID 1794799
# SF-539: SF-539 CNS cancer. actives 6.8% (n = 81,000). AID 1794752
# PC-3: PC-3 prostate cancer cells | actives 3.9% (n = 80,000)
# DU-145: DU-145 prostate cancer; AID 1794760; actives 4.2% (n = 81,000)
# SNB-75: SNB-75 CNS cancer; actives 5% (n = 79,000)
# SF-268: SF-268 CNS cancer cells. actives 3.1% (n = 82,000). AID 1794759
# An asterisk follows results filed as active; / = no result given; & = joins results of further samples. The calls were made as follows: active = growth percent below 10; inactive = the rest.
compound	U251	SNB-19	SF-295	HCC-2998	SF-539	PC-3	DU-145	SNB-75	SF-268
CC1=C(c2cc(-c3ccc(N(C)C)cc3)c(C#N)c(N)n2)C(c2ccccc2)NC(=S)N1 (configuration not stated)	106	97	92	115	99	94	108	100	88
CCCCCCCSc1ccc(C(=O)CCN2CCN(C)CC2)cc1	97	91	93	103	94	89	104	84	100
COc1cc(Cn2cc3c(c2-c2cc(OC)c(OC)c(OC)c2)CCCc2cnoc2-3)cc(OC)c1OC	96	90	89	86	98	53	100	100	92
O=C(O)C(Cc1ccccc1)N1C(=O)/C(=C\c2ccc(-c3ccc(Cl)cc3)o2)SC1=S (configuration not stated)	95	95	98	110	96	/	107	99	97
Cc1nn(-c2ccc(Cl)cc2)c2nc3c(nc12)C(=O)C(=O)c1ccccc1-3	77	62	12	67	/	74	-22*	-2.1*	89
CC(C)CCc1nc2ccc(NCc3ccc(OCCN4CCCCCC4)cc3)cc2[nH]1	72	96	99	67	63	72	93	86	83
CN1C(=O)C(Nc2ccc(C(=O)Nc3ccccc3)cc2)=C(c2ccccc2)C1=O	95	100	92	100	100	82	97	88	90
CC(C)CNC(=O)C(C)O (configuration not stated)	111	/	106	113	102	100	110	85	106
O=C(Nc1cc(C2=NCCN2)cc(C2=NCCN2)c1)Nc1cc(C2=NCCN2)cc(C2=NCCN2)c1	106	99	91	100	101	108	104	88	106
CCn1ccnc1C(=O)/C=C/c1ccc(CC(=O)Nc2ccc(F)cc2)cc1	10	15	22	79	1.8*	33	-25*	6.2*	5.0*
c1ccc(C(c2ccccc2)c2nn3c(-c4cccnc4)nnc3s2)cc1	79	86	91	109	82	82	67	80	99
COc1ccc(-c2cc3ncnc(Sc4nnc(-c5ccccc5)o4)c3s2)cc1	91	97	96	109	88	101	111	84	98
Cc1nc2c(n1C)CN(C(=O)Nc1nc(-c3ccc(F)cc3)ccc1N)C2	89	106	101	102	97	98	106	95	104
CCOC(=O)CC1CSC(N/N=C/c2ccccc2)=N1 (configuration not stated)	111	110	94	102	104	105	104	96	98
CC(=O)NC1=CN2CC=CCC2CC1=O (configuration not stated)	91	104	93	103	87	85	99	91	97
O=c1c2c(c3ccccc3n1-c1ccccc1)Nc1ncnn1C2c1ccc(Cl)cc1 (configuration not stated)	98	106	121	106	98	/	107	96	104
COc1ccc2[nH]cc(/C=C3/C(=O)Nc4cc(Cl)ccc43)c2c1	77	95	87	93	90	71	78	46	/
COc1ccc(-c2n[nH]nc2-c2cc(OC)c(OC)c(OC)c2)cc1	1.6*	58	14	14	10	23	-14*	50	9.6*
CC(=O)c1c2ccccc2c(Sc2ccccc2)n1C	82	62	155	113	73	91	95	64	76
CC(=O)OC(c1cc2c(cc1Br)OCO2)C(C)Br (configuration not stated)	93	101	98	103	91	84	103	84	90
NCC(=O)NCC(=O)NC(Cc1ccccc1)C(=O)O (configuration not stated)	98	99	104	/	101	106	119	90	112
CN=C(N)N/N=C(\c1ccccc1)c1ccc(Br)cc1	-9.1*	62	-46*	-61*	-19*	13	-9.2*	9.3*	12
COc1cc(CO)c(OC)c2c1OCO2	102	106	102	97	105	93	126	/	127
OCC(O)C1OC(c2ccccc2)OC(CO)C1O (configuration not stated)	104	109	120	105	109	110	106	116	105
COc1ccc(/C=C/C(=O)c2ccc(NC(=O)CSc3nnc(-c4ccc(-c5nc6ccccc6[nH]5)cc4)o3)cc2)cc1OC	96	97	106	105	89	104	106	111	107

# Fetched by structure from the list above (five):
compound	U251	SNB-19	SF-295	HCC-2998	SF-539	PC-3	DU-145	SNB-75	SF-268
OCC(O)C1OC(c2ccccc2)OC(CO)C1O (configuration not stated)	104	109	120	105	109	110	106	116	105
O=C(Nc1cc(C2=NCCN2)cc(C2=NCCN2)c1)Nc1cc(C2=NCCN2)cc(C2=NCCN2)c1	106	99	91	100	101	108	104	88	106
Cc1nn(-c2ccc(Cl)cc2)c2nc3c(nc12)C(=O)C(=O)c1ccccc1-3	77	62	12	67	/	74	-22*	-2.1*	89
O=c1c2c(c3ccccc3n1-c1ccccc1)Nc1ncnn1C2c1ccc(Cl)cc1 (configuration not stated)	98	106	121	106	98	/	107	96	104
COc1ccc(-c2n[nH]nc2-c2cc(OC)c(OC)c(OC)c2)cc1	1.6*	58	14	14	10	23	-14*	50	9.6*

# (continued)
compound	U251	SNB-19	SF-295	HCC-2998	SF-539	PC-3	DU-145	SNB-75	SF-268
CC(=O)Oc1ccccc1C(=O)Nc1ccc(C(=O)/C=C/c2cccs2)cc1	99	101	99	109	107	103	113	113	107
CCOC(=O)C1=C(C)N=C2SC=C(c3ccc(F)cc3)N2[C@H]1c1cn[nH]c1-c1ccccc1	95	91	100	108	97	88	109	78	88
CC(=O)Nc1nc(C)c(C(=O)N/N=C/c2ccc(Cl)cc2)s1	100	103	113	86	96	93	92	85	91
CCCCOc1nc2c(C)cccc2cc1C(c1cn(CCCC)c2ccccc12)c1cn(CCCC)c2ccccc12	99	97	100	115	104	92	109	103	102
Fc1ccccc1NC(c1ccc(OC(F)F)c(OCC2CC2)c1)c1nnnn1C1CCCCC1 (configuration not stated)	88	80	81	110	99	66	106	87	93
Cc1cc(C#Cc2ccccc2)ccc1-n1c(/C=C/c2ccc3ccccc3c2)nc2ccccc2c1=O	97	105	123	98	105	65	112	98	96
O=c1oc2c(cnc3ccccc32)cc1Sc1ccc(Cl)cc1	95	97	97	106	95	96	107	90	93
O=C1c2ccccc2-c2c1c1ncccc1c(=O)n2CCCn1ccnc1	67	72	95	104	81	82	99	69	90
O=c1oc2ccc(Br)cc2c(=O)n1-c1ccc(Cl)cc1F	3.6*	18	-58*	23	4.1*	-7.8*	16	-27*	8.4*
CN(C)c1nc(-c2ccccc2)c(/C=C2\SC(=S)N(CCCC(=O)O)C2=O)s1	97	97	87	116	96	119	105	67	90
S=c1nc(-c2ccccc2)c(-c2ccccc2)n[nH]1	103	/	110	101	100	88	122	87	119
COc1ccc(N2C(=O)c3ccccc3[C@@H](C(=O)O)[C@@H]2c2ccccc2)cc1	97	102	90	106	96	94	105	86	97
c1ccc(C2OCCN2c2ccccc2)cc1 (configuration not stated)	94&103	99&106	86&95	109&95	104&105	83&98	107&111	94&88	108&105
COc1ccc(-c2nocc2-c2cnn(C)c2)cc1	104	104	99	95	97	102	94	82	96
Oc1cccnc1CN1CCCC1	95	104	113	/	102	90	113	96	104
COc1ccc(OC)c(-c2nc(SCC(=O)c3ccc(C#N)cc3)[nH]c(=O)c2C#N)c1	103	98	100	96	94	94	100	94	93
Fc1cccc(-n2ncc3c(Nc4ccc(-c5nnc(Nc6ccc(Cl)cc6)s5)cc4)ncnc32)c1	97	95	102	105	94	99	105	89	94
C=C(C)[C@@H]1CC[C@]2(C(=O)OC(=O)[C@]34CC[C@@H](C(=C)C)[C@@H]3[C@H]3CC[C@@H]5[C@@]6(C)CCC(=O)NC(C)(C)[C@@H]6CC[C@@]5(C)[C@]3(C)CC4)CC[C@]3(C)[C@H](CC[C@@H]4[C@@]5(C)CCC(=O)NC(C)(C)[C@@H]5CC[C@]43C)[C@@H]12	97	94	106	96	107	79	92	103	97
COc1ccc(C(=O)/C=C/c2ccccc2Cl)cc1	77	/	100	97	100	94	94	/	99
O=C(Nc1ccc(C23CC4CC(CC(c5ccccc5)(C4)C2)C3)cc1)c1cccs1	70	92	105	75	92	60	85	99	103
N#CSCC1CC(O)(c2ccccc2)C(c2ccccc2)C(c2ccc(Cl)cc2)O1 (configuration not stated)	-31*	37	-78*	-86*	-96*	-6.0*	-68*	38	-34*
N#Cc1ccc(CCc2ccccc2)[nH]c1=O	102	111	93	101	88	106	114	94	105
O=C(NCCCNc1cc(-c2cn(-c3ccccc3)nc2-c2cccc(O)c2)ccn1)c1ccccc1	28	66	12	-26*	27	27	50	23	44
O=C(O)CCCCCSc1nc(-c2ccccc2)cc(-c2ccccc2)n1	103	101	102	106	99	101	113	95	102
CC(NC(=O)CCSCC1NC(=O)C2C(N1)SC1CCCC12)C1CNN(C)C1C (configuration not stated)	95	97	100	104	100	96	105	81	98

# Entries listed so far with bromine, in the order listed:
compound	U251	SNB-19	SF-295	HCC-2998	SF-539	PC-3	DU-145	SNB-75	SF-268
CC(=O)OC(c1cc2c(cc1Br)OCO2)C(C)Br (configuration not stated)	93	101	98	103	91	84	103	84	90
CN=C(N)N/N=C(\c1ccccc1)c1ccc(Br)cc1	-9.1*	62	-46*	-61*	-19*	13	-9.2*	9.3*	12
O=c1oc2ccc(Br)cc2c(=O)n1-c1ccc(Cl)cc1F	3.6*	18	-58*	23	4.1*	-7.8*	16	-27*	8.4*

# Next part.
compound	U251	SNB-19	SF-295	HCC-2998	SF-539	PC-3	DU-145	SNB-75	SF-268
CC(C)(C)c1ccc(OCC(=O)O)cc1	106	99	96	/	94	101	122	83	104
CSCC[C@@H]1C(=O)N(C)[C@H](C(C)(C)C)N1C(=O)c1ccccc1	99	114	108	105	107	104	106	85	95
COc1cc(C(=O)OCCCN2CCCN(CCCOC(=O)c3cc(OC)c(OC)c(OC)c3)CC2)cc(OC)c1OC	81	87	95	/	89	58	100	50	92
CC(=O)Oc1ccc2c(c1)C(=O)CCCCCC(=O)O2	99	99	96	108	99	105	107	89	101
CCOC(=O)[C@H](Cc1ccccc1)Nc1nc(N)nc(N(C)C2CCCCC2)c1C=O	88	106	/	111	98	90	106	95	107
Cc1nn(C)c2ncnc(Nc3ccccc3Br)c12	95	101	96	108	100	102	103	111	99
CCOC(=O)C/C(=N\Nc1cc(=O)[nH]c2cc(C)ccc12)C(=O)OCC	101	107	105	107	99	91	107	94	101
CC(=O)/C(C)=C\c1ccc(O)cc1	96	114	106	113	95	93	118	106	110
COc1cc(/C=C2\C(=O)Nc3ccccc32)cc(OC)c1O	47	84	61	79	69	51	92	23	78
CCCCc1nc(Cl)c(C2CC(c3ccc(S(N)(=O)=O)cc3)=NN2c2ccc(C#N)cc2)[nH]1 (configuration not stated)	77	85	98	109	100	69	104	87	92
Cc1cc2n(n1)-c1ccccc1-c1ccccc1C(=O)N2C	94	149	105	/	100	98	116	97	105
O=C1/C(=C/c2ccc(F)cc2)CNc2ccccc21	90	96	85	99	96	79	103	82	97
CC(=O)Nc1cccc(-n2cnc3cc(-c4ccc(O)cc4)ccc32)c1	23	33	17	80	-5.0*	36	28	-32*	46
CC(=O)O[C@]1(C)C(=O)C23C=CC1C[C@@]21O[C@@H]2C(C)(C)C=C[C@H](O)C23COC1=O	93	99	98	108	114	/	101	89	100
COc1ccc(Cn2cc3c(c2-c2ccccc2)CCc2cncnc2-3)cc1	47	63	24	53	60	/	73	71	63
CN(Cc1ccccc1)c1nc(Cl)c(C2CC(c3ccc(F)cc3)=NN2c2cc(Cl)cc(Cl)c2)s1 (configuration not stated)	101	113	101	106	101	92	92	92	91
Cc1ccc2c(n1)C(=O)C(Br)=C(C(C)C)C2=O	101	95	102	113	95	89	107	94	93
O=S1(=O)NC2c3ccccc3C=CN2c2ccncc21 (configuration not stated)	94	99	54	/	88	/	110	84	112
C/C(=C(/c1ccc(O)cc1)c1ccc(OCCN(C)C)cc1)c1ccccc1	70	96	98	98	/	80	98	53	83
NC(C/[N+]([O-])=N/O)C(=O)O (configuration not stated)	90	78	105	115	91	103	84	93	106
N=C(N)n1ncc2c1CCC/C2=N/N=C(N)N	100	107	97	111	112	97	105	96	92
O=C(N=Nc1c(O)n(Cc2ccccc2)c2ccccc12)c1cc2ccccc2[nH]1	90	91	93	95	101	88	91	90	95
c1ccc(-c2nnc(Cn3c(Cc4cccc5ccccc45)nc4ccccc43)o2)cc1	91	104	76	98	94	69	95	79	88
COc1cc(-c2cc(-c3ccc(Nc4ncnc5cc(Cl)ccc45)cc3)nc(N3CCCCC3)n2)cc(OC)c1OC	99	100	104	114	94	88	102	108	88
CC(C)(C)c1cc(Cl)c2c(c1)CN(C1CCCCC1)CO2	102	83	112	102	102	84	/	86	80
CCC(=O)Nc1ccc(C)c(Cl)c1	94	106	100	99	103	97	111	90	102
COc1ccc(/C=N\NC(=O)Cn2c3ccccc3c3ccncc32)cc1OC	95	94	103	103	97	96	101	97	98
CC1(C)[C@H](O)CC[C@]2(C)[C@@H]1CC[C@@]13C[C@@H](CC[C@H]12)[C@H](C=O)C3	101	94	106	109	103	101	113	103	101
COc1cccc(-c2nn(-c3ccccc3)cc2-c2ccnc(NCCNC(=O)c3ccccc3)c2)c1	48	72	62	71	97	38	75	71	78
COc1cc(C2=NN(C(C)=O)C(c3ccc(Oc4ccc(Br)cc4)cc3)C2)cc(OC)c1OC (configuration not stated)	49	62	69	98	77	55	71	70	68
O=C(NCc1ccccc1)C1=COCCS1	97	103	105	99	96	87	107	88	100
Cc1ccc(S(=O)O)cc1	98	98	105	110	107	115	106	111	102
CSc1nc(N)nn1S(=O)(=O)c1ccccc1	101	97	103	102	99	97	105	81	98
N#C/C(=N\Nc1ccc(Cl)cc1)C(=O)Nc1cc(-c2ccccc2)nn1-c1ccccc1	23	30	1.6*	39	52	6.7*	35	62	20
O=C(NCCCNc1nccc(-n2ccc3cccnc32)n1)c1ccc(F)cc1	97	98	90	103	103	100	105	/	95
O=C1CCC(=O)N1CC(O)COc1ccccc1 (configuration not stated)	115&96	101&111	110	113&114	107&91	89	105&103	97&95	93&110
Cc1ccc(NCC(=O)Cn2cc(COc3ccc(C=Nc4cnc5ccccc5c4)cc3)nn2)cc1	101	98	107	101	104	106	119	111	123
Cc1cccc(N2CCN(CC(=O)NCc3cc(C)n(-c4ccccc4)n3)CC2)c1C	82	89	90	90	102	75	101	109	95

# Compound activity (PubChem)
